Rev-erbA mod: modulators of Rev-erb alpha DNA binding, primary screen, biochemical, FITC-DNA, fluorescence polarization, uHTS; activity, % at 10 µM; Rev-erbα–FITC-DNA binding, 90 min; AID 1259318, 2017; actives 0.79% (n = 370,000);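 active = activity above about 14%, limit read from the data; passing the limit was not always enough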;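 also: 0% = DMSO wells with 35 nM protein and 100% = DMSO wells with 750 nM protein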
LEDGF integ inh: blockers of LEDGF/p75-dependent integrase strand transfer – biochemical, TR-FRET, high throughput, primary screen | HIV-1 integrase (with human LEDGF/p75) | TR-FRET IN-LEDGF/p75 DNA integration, Eu/Cy5 | inhibition, % at 3.7 µM | actives 0.64% (n = 370,000);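 active = inhibition above the screen-wide mean plus 3 SD, cut at about 13% in these data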;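 also: signal is the Cy5 over europium emission ratio at 671 and 618 nm; 0% = plate median of compound wells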
MBD2 inh: inhibitors of MBD2 binding to methylated DNA, primary screen, biochemical, TR-FRET, DNA-binding domain, human; Methyl-CpG-binding domain protein 2 (Homo sapiens), Q9UBB5; MBD2 binding to methylated oligonucleotide; inhibition, % at 4.4 µM; actives 0.31% (n = 370,000); AID 686964, 2013; in the data active = inhibition above about 13%
Target sequence (Q9UBB5 whole entry, looked up, the tested form may be a part): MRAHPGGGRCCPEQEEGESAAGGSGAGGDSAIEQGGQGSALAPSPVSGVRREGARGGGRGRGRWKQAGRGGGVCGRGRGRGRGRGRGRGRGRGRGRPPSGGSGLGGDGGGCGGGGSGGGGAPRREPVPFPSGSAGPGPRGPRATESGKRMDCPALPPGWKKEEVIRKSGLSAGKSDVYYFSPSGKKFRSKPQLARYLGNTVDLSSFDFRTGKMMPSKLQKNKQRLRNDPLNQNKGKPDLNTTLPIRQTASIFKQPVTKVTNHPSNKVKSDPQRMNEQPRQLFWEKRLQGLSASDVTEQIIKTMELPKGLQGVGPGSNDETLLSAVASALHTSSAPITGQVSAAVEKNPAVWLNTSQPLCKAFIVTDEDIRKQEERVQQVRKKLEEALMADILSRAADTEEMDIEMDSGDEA
ABHD4 inh: ABHD4 inhibitors, primary screen, biochemical, fluorescence polarization, mouse; (Lyso)-N-acylphosphatidylethanolamine lipase (Mus musculus), Q8VD66; purified mABHD4, FP-Rh probe fluorescence polarization; inhibition, % at 8.92 µM; actives 0.54% (n = 370,000); AID 720543, 2013;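 active = inhibition exceeding the mean over every tested compound plus 3 SD, cut at about 30% in these data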;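 also: 0% = plate median of compound wells and 100% = S159A mutant with DMSO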
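Test system: mouse ABHD4 enzyme, wild type. Reagent: FP-Rh fluorescent activity-based probe, added after compound pre-incubation. Timing: pre-incubation 45 min, probe exposure 60 min, at 25 °C. Technique: FP readout, ex 525 nm / em 598 nm. Benchmarks: high control S159A mutant with DMSO, low control median of compound wells.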
PRMT1 FP inh: PRMT1 methyltransferase inhibitors, primary screen, biochemical, fluorescence polarization | Protein arginine N-methyltransferase 1 (Homo sapiens), Q99873 | recombinant PRMT1, activity-based probe fluorescence polarization | inhibition, % at 2.79 µM | actives 1.3% (n = 370,000);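 active = inhibition above about 21% made by adding two undisclosed values, limit read from the data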
TCR-CD3 inh: inhibitors of human TCR-CD3 interaction, primary screen, biochemical, fluorescence, TAMRA-labeled TCR probe; inhibition, % at 9.4 µM; actives 0.37% (n = 360,000); AID 651800, 2012; in the data active = inhibition above about 19%;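 also: recombinant mutant TCR 2C K166C tagged with TAMRA read by polarization; 0% = receptor in buffer alone and 100% = receptor with positive control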
HTRA1 inh: HTRA1 serine protease inhibitors, primary screen, biochemical, fluorescence polarization, HTS | recombinant HTRA1, FP-rhodamine activity-based probe | inhibition, % at 5.96 µM | AID 504803, 2011 | actives 0.5% (n = 340,000); in the data active = inhibition above about 36%;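 also: 0% = enzyme with DMSO and 100% = wells lacking enzyme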
Target sequence (Q92743 whole entry, looked up): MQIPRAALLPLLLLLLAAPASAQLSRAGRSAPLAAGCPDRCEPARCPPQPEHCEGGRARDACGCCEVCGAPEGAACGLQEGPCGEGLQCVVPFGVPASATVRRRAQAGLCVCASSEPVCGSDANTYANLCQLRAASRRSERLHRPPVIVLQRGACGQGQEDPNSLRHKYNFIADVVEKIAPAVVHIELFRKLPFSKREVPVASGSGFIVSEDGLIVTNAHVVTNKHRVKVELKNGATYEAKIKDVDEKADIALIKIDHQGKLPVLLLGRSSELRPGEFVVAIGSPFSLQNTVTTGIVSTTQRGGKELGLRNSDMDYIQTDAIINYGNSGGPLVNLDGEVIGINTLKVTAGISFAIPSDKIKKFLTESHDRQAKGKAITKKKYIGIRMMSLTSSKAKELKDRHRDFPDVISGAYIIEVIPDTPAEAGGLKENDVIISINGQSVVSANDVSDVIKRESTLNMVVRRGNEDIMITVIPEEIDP
rCAG RNA binder: binders of r(CAG) RNA repeats, primary screen, biochemical, fluorescence. actives 1.3% (n = 370,000). r(CAG) RNA repeat, TO-PRO-1 dye displacement fluorescence. inhibition, % at 3 µM. AID 651821, 2012;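 active = inhibition above the plate cutoff, the mean of all test compounds on that plate plus 3 SD, cut at about 35% in these data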;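 also: 0% = DMSO alone and 100% = 100 µM mitoxantrone as full dye displacement; higher means more dye released from RNA so lower well fluorescence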
UHRF1 MBD2 ctr: UHRF1 methylated DNA binding inhibitors, primary screen, counter-screen for MBD2 inhibitor project, biochemical, TR-FRET, human UHRF1, single concentration. E3 ubiquitin-protein ligase UHRF1 (Homo sapiens), Q96T88. UHRF1 binding to methylated oligo. inhibition, % at 4.4 µM. actives 0.75% (n = 370,000); in the data active = inhibition above about 21%;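 also: UHRF1 SRA domain binding a hemimethylated CpG hairpin DNA probe; 0% = median of test compound wells and 100% = reference inhibitor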
PG9 binder: binders of HIV-1 gp120 antibody PG9, primary screen, biochemical, TR-FRET; AID 624416, 2012; HIV-1 gp120 / PG9 antibody interaction; TR-FRET gp120-PG9 antibody binding; actives 0.43% (n = 360,000); inhibition, % at 6.7 µM; in the data active = inhibition above about 8.5%
Starred values were filed as active, the others as inactive; / = not tested or not shown. An excerpt. The share of hits here may be higher or lower than overall.

cpd	smiles	Rev-erbA mod	LEDGF integ inh	MBD2 inh	ABHD4 inh	PRMT1 FP inh	TCR-CD3 inh	HTRA1 inh	rCAG RNA binder	UHRF1 MBD2 ctr	PG9 binder
1	O=C(COc1ccc(S(=O)(=O)N2CCOCC2)cc1)NC1CC1	1	3	-6	-3	-1	-10	-5	-3	4	-0.1
2	O=C(Nc1ccc(Cl)c(Cl)c1)N1CCC(N2CCCCC2)CC1	-1	5	2	6	2	-6	0	-1	2	-0.4
3	Cc1ccc(NC(=O)CSCc2ccc(F)cc2)cc1	-1	-3	0	-4	3	-6	-7	-3	-1	0.0
4	O=C(Cn1nnc(-c2ccccc2)n1)NCc1ccccc1	1	2	1	6	0	3	1	-3	1	2.7
5	N#Cc1cc(C(=O)c2ccccc2OCC(=O)Nc2ccccc2Cl)cn(C2CCCCC2)c1=O	2	-5	1	-5	1	9	-27	12	8	-1.1
6	O=C(Nc1nc(-c2ccccn2)cs1)c1ccc(-c2ccccc2F)o1	-3	1	0	-14	-1	-1	3	15	-2	-1.4
7	Cc1ccc(NC(=O)C2CCN(S(=O)(=O)c3c(C)noc3C)CC2)cc1C	-4	-7	-2	0	2	-4	-5	4	6	-0.3
8	Cc1nnc(SCC(=O)NC2CC2)n1-c1ccccc1	-5	-2	8	-2	6	-3	2	-3	8	1.5

By substructure: those above with four or more nitrogen atoms.
cpd	smiles	Rev-erbA mod	LEDGF integ inh	MBD2 inh	ABHD4 inh	PRMT1 FP inh	TCR-CD3 inh	HTRA1 inh	rCAG RNA binder	UHRF1 MBD2 ctr	PG9 binder
4	O=C(Cn1nnc(-c2ccccc2)n1)NCc1ccccc1	1	2	1	6	0	3	1	-3	1	2.7
8	Cc1nnc(SCC(=O)NC2CC2)n1-c1ccccc1	-5	-2	8	-2	6	-3	2	-3	8	1.5

(further entries)
cpd	smiles	Rev-erbA mod	LEDGF integ inh	MBD2 inh	ABHD4 inh	PRMT1 FP inh	TCR-CD3 inh	HTRA1 inh	rCAG RNA binder	UHRF1 MBD2 ctr	PG9 binder
9	Cc1oc(-c2ccc(Cl)cc2)nc1CS(=O)CC(=O)NCc1ccccc1 (stereo not drawn)	-5	0	0	1	12	-8	-6	1	0	-1.3
10	CCCCN(C)C(=O)c1sc2ncn(CC)c(=O)c2c1C	-2	-2	3	-3	0	0	0	2	3	1.4
11	Nc1nc(SCC(=O)N2CCCc3ccccc32)n(-c2ccccc2)n1	-5	0	2	4	-4	4	-5	2	-1	-1.0
12	COc1cccc(C(C)NC(=O)Cc2cccs2)c1 (stereo not drawn)	-4	-2	0	-2	-2	4	-11	1	0	0.8
13	COc1ccccc1C(=O)Nc1ccc(Cc2ccncc2)cc1	1	-2	1	-6	-1	2	-4	-4	-5	0.5
14	Cc1cc(-c2csc(N)n2)c(C)n1Cc1ccco1	-22	24*	0	16	16	-6	27	18	0	0.3
15	COc1cccc(-c2c(NC(C)=O)n(C)c3ccccc3c2=O)c1	-4	-3	12	-2	-2	2	-3	1	0	-0.2
16	Cc1ccc(NS(=O)(=O)c2cc(C(=O)N3CCN(CCO)CC3)ccc2C)cc1	-6	7	3	5	2	-3	5	-1	0	0.2
17	O=C1CCN(CCc2ccccc2)CCN1CCSc1ccccc1	1	2	6	-4	-1	-10	-1	-13	0	0.3
18	Cc1nccn1CCC(=O)Nc1ccc(Cl)cc1	-5	2	-1	1	-1	2	-1	2	1	-1.2
19	O=C(NC(NCc1ccccn1)(C(F)(F)F)C(F)(F)F)c1ccco1	-4	-2	4	-1	2	1	2	-5	4	-0.4
20	CC(=O)C1=C(O)C(=O)N(CCc2c[nH]c3ccccc23)C1c1ccc(O)cc1 (stereo not drawn)	1	6	-5	12	2	3	7	7	-4	1.2
21	CCOC(=O)[C@]12CCC=C1N(Cc1ccc3c(c1)OCO3)C(=O)[C@H](CC(=O)N1CCC(c3ccccc3)CC1)C2	-2	-2	-4	-13	-2	5	/	6	-2	-0.1
22	O=C1CCCc2c1nc(-c1ccc(F)cc1)n2O	0	-2	4	2	1	-3	3	-1	-1	-0.3
23	Cc1ccc(OCC(=O)NCC2CCCO2)c(C)c1 (stereo not drawn)	-1	3	-6	-1	-8	0	9	-4	-3	1.2
24	O=C(NN=C1CCCC1)c1ccn[nH]1	-3	2	-10	6	0	6	5	1	-2	1.4
25	CC(C)(C)NS(=O)(=O)c1cc(C(=O)O)ccc1Cl	0	-5	1	2	3	-5	3	4	0	-2.3
26	COc1cc2c(cc1OC)C(COc1ccccc1OC)N(C(C)=O)CC2 (stereo not drawn)	14	2	1	-1	1	10	2	-8	-1	-1.2
27	CSCCC(NC(=O)C1CCCC1)c1nnc2ccccn12 (stereo not drawn)	-6	-3	-2	3	0	-2	6	-1	1	0.5
28	COCCNC(=O)C1(C)CCCN(Cc2noc(-c3ccccc3OC)n2)C1 (stereo not drawn)	-2	-4	-3	5	1	-7	/	-2	-1	0.0
29	CCOCCOC(=O)C(C)Oc1ccc(Oc2ncc(Cl)cc2Cl)cc1 (stereo not drawn)	4	0	-4	4	-1	5	-3	-10	1	-0.4
30	Cc1cc2ccccc2nc1SCC(=O)NC1CCCC1	5	1	0	-9	-1	1	/	-3	0	9.7*
31	C=CCN1C(=O)[C@H](CC(=O)N2CCCC2)[C@@]2(C(=O)OCC)CCCC=C12	-5	4	-2	4	3	/	/	1	-2	/
32	COc1ccc(NS(=O)(=O)c2ccc(C(=O)NCC3(N4CCOCC4)CCCCC3)cc2)cc1	0	8	-6	-1	-3	-1	-2	2	-1	-0.5
33	Cc1ccccc1-c1cc(=O)c2c(O)cccc2o1	4	0	5	2	-2	0	-6	-2	0	-4.1
34	Cn1c(CNC(=O)CCNC(=O)c2cccc(Cl)c2)cc(=O)n(C)c1=O	1	-4	3	0	2	-5	10	-2	2	0.8
35	CCn1c(CNc2ccc(F)cc2)nnc1SCC(=O)Nc1ccccc1OC	-2	5	-2	-5	0	-5	6	2	3	1.6
36	COc1cccc(CN(C)C(=O)c2cc(S(=O)(=O)NC3CCCCC3)ccc2C)c1OC	-1	3	0	2	2	2	3	-3	6	-1.4
37	C/C(=N\NC(=O)CNC(=O)C(c1ccccc1)c1ccccc1)c1ccc(C(C)(C)C)cc1	1	2	4	-16	-2	3	-11	7	1	-1.7
38	COC(=O)/C=C1\OCc2ccc(C)cc21	3	2	6	-2	1	-4	/	1	0	-2.4
39	C=CCOc1ccc(CNCc2cccnc2)cc1	2	-8	-1	0	1	-7	6	-4	0	-1.0
40	Cc1ccc(CNC(=S)Nc2ccc3c(c2)c(=O)n(C)n3Cc2cccc(C(F)(F)F)c2)cc1	4	3	1	20	5	5	/	4	-4	-1.4
41	Cc1cnc(C(=O)OCC(=O)c2ccc(C3CCCCC3)cc2)cn1	1	-6	1	-4	4	-11	-11	1	0	1.0
42	COc1cc(NC(=O)C2CC(=O)N(Cc3ccco3)C2)c(OC)cc1Cl (stereo not drawn)	-2	4	1	2	2	6	0	2	2	-0.3
43	CC1CCN(C(=O)COC(=O)COc2ccccc2C#N)CC1	0	-1	6	-3	1	-9	4	-1	11	0.2
44	N#CC1(Nc2ccc(Br)cc2)CCCC1	-7	1	0	2	-3	1	8	4	1	0.5
45	C/C(=N\NC(=O)CN1CCN(S(=O)(=O)c2ccc(C)cc2)CC1)c1ccc(O)cc1	-4	-1	-3	1	-2	4	-2	-1	1	-3.3
46	CCCCn1nc(C(=O)N(CC)CC(=O)Nc2c(F)cccc2F)c2ccccc2c1=O	-4	-5	1	-3	3	-4	-2	-6	0	0.0
47	N#Cc1ccc(-c2ccc(OCC(=O)NCCc3ccccc3)cc2)cc1	1	-2	-8	-4	0	-3	-7	-1	-2	1.9
48	COc1ccccc1NC(=O)c1ccc([N+](=O)[O-])o1	8	-5	-5	4	2	8	/	-1	-3	3.4

Entries of single compounds as entered above. Order of values: Rev-erbA mod | LEDGF integ inh | MBD2 inh | ABHD4 inh | PRMT1 FP inh | TCR-CD3 inh | HTRA1 inh | rCAG RNA binder | UHRF1 MBD2 ctr | PG9 binder
N#CC1(Nc2ccc(Br)cc2)CCCC1 reads -7 | 1 | 0 | 2 | -3 | 1 | 8 | 4 | 1 | 0.5
CCCCn1nc(C(=O)N(CC)CC(=O)Nc2c(F)cccc2F)c2ccccc2c1=O reads -4 | -5 | 1 | -3 | 3 | -4 | -2 | -6 | 0 | 0.0
COc1ccccc1NC(=O)c1ccc([N+](=O)[O-])o1 reads 8 | -5 | -5 | 4 | 2 | 8 | / | -1 | -3 | 3.4
CC1CCN(C(=O)COC(=O)COc2ccccc2C#N)CC1 reads 0 | -1 | 6 | -3 | 1 | -9 | 4 | -1 | 11 | 0.2
COc1cc(NC(=O)C2CC(=O)N(Cc3ccco3)C2)c(OC)cc1Cl (stereo not drawn) reads -2 | 4 | 1 | 2 | 2 | 6 | 0 | 2 | 2 | -0.3

The results go on.
cpd	smiles	Rev-erbA mod	LEDGF integ inh	MBD2 inh	ABHD4 inh	PRMT1 FP inh	TCR-CD3 inh	HTRA1 inh	rCAG RNA binder	UHRF1 MBD2 ctr	PG9 binder
49	CN(C)C(=O)c1ccc2c(c1)C1C3CCC(C3)C1C(c1ccccc1)N2 (stereo not drawn)	2	-1	5	1	-1	3	-12	-10	-3	-2.3
50	Cc1[nH]c2c(C)cccc2c1CC(=O)O	1	2	-3	7	6	0	-1	6	-1	-3.0
51	CC(C)c1ccc(S(=O)(=O)N2CCN(C(=O)c3cc(-c4ccccc4)n[nH]3)CC2)cc1	3	3	-1	-4	-1	13	-3	2	1	1.2
52	Cc1n[nH]c(=O)nc1N/N=C/c1ccco1	-4	2	-3	1	1	-3	6	1	1	-2.5
53	O=C(COc1cc(F)ccc1[N+](=O)[O-])NCC1CCCO1 (stereo not drawn)	-4	-3	2	2	1	-3	4	0	1	-0.2
54	Cc1cccc(Nc2ncnc(N)c2[N+](=O)[O-])n1	-5	0	-2	1	-2	0	2	0	0	3.2
55	CCCCN1C(=O)CC(Sc2ncccc2C(=O)O)C1=O (stereo not drawn)	1	-2	-1	6	3	5	-1	0	3	2.2
56	CS(=O)(=O)Cc1nc2ccccc2oc1=O	-2	4	-10	23	9	4	9	0	0	-3.0
57	COC(=O)c1sc(N)nc1CCNC(=O)OC(C)(C)C	2	-1	4	1	1	2	/	-1	2	0.1
58	CC(=O)Nc1ccc2[nH]ccc2c1	-5	1	-6	6	0	7	4	3	0	-0.6
59	CCNC(=O)NC(=O)COC(=O)c1cccc(NS(=O)(=O)/C=C/c2ccccc2)c1	1	-1	-4	-7	-2	11	-13	9	2	-2.2
60	COC(=O)c1cccc2c1-c1ccccc1/C2=N/O	-2	0	-1	-28	0	9	-26	12	-2	-1.5

Source: PubChem BioAssay (several laboratories)
